High-throughput results as filed in PubChem BioAssay.
TRAIL sens C8: sensitizes caspase-8 expressing cells to TRAIL. 1% of 360,000 active. inhibition (viability loss, TRAIL sensitization), % at 10 µM. NB7+C8 cells + TRAIL, ATPlite viability luminescence;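 active = compounds causing at least 50% loss of cell viability in the single-dose screen, relative to plate controls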
NR2E3 ag-1: human photoreceptor-specific nuclear receptor agonism | 0.35% of 360,000 active | AID 602229 | inhibition of corepressor binding, % at 3.98 µM | Q9Y5X4 | CHO-S Gal4-NCOR/VP16-NR2E3 two-hybrid, luciferase;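 active = inhibition above the mean of all tested compounds plus 3 SD, cut at about 70% in these data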;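 also: 0% = DMSO with NR2E3 transfected cells and 100% = cells lacking NR2E3 construct; higher means lower luciferase signal from less NR2E3 corepressor binding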
Target sequence (Q9Y5X4 whole entry, looked up, the tested form may be a part): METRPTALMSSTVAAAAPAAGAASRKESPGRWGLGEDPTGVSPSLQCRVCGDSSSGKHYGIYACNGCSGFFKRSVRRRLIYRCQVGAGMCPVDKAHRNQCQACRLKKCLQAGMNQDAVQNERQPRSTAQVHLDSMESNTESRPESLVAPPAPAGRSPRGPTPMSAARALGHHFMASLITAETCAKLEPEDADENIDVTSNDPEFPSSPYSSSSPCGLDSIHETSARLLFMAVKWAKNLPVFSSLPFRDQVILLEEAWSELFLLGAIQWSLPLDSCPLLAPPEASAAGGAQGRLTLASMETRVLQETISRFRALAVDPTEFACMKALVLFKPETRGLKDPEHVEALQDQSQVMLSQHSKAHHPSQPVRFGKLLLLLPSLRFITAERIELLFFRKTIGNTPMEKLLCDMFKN
TRPM1 prom inh: inhibitors of MITF-driven TRPM1 promoter in melanoma cells. 0.83% of 330,000 active. AID 488899. inhibition, % at 12.5 µM. SK-MEL-5 TRPM1 promoter luciferase, 24 h;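 active = mean inhibition across replicates of 60% or more, whatever share of single replicates reaches that level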; also: values of inactives mirror those of a sister screen read the other way
EBV LMP1 NFkB: Epstein-Barr LMP1 NF-kappaB reporter inhibition. inhibition, % at 12.5 µM. LMP1-induced NF-kappaB luciferase reporter cells, luminescence. 0.69% of 350,000 active. AID 504558; in the data active = inhibition above about 41%;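 also: 0% = neutral control wells and 100% = reference inhibitor control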
CF NFkB block: blocks PAF-induced NF-kB reporter in cystic fibrosis cells; 0.86% of 360,000 active; KKLEB NF-kB-GFP reporter, GFP fluorescence overnight; AID 588850; inhibition, % at 5 µM;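 active = at least 50% inhibition at 5 µM, scaled per plate between neutral and stimulator controls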;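 also: PAF is a Pseudomonas aeruginosa culture filtrate used as stimulus; plate controls were PAF-stimulated DMSO wells for no effect and unstimulated DMSO wells for full effect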
NR2E3 ag-2: agonists of human nuclear receptor NR2E3. inhibition of corepressor binding, % at 4.78 µM. 0.12% of 320,000 active. GST-NR2E3/biotin-RetCOR TR-FRET, 1536-well. AID 2300. Q9Y5X4;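 active = percent inhibition above the cutoff of mean plus 3 SD of all tested compounds, set per screening campaign, cut at about 20% in these data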;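 also: 0% = DMSO wells and 100% = biotin wells as full block of FRET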
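Material: NR2E3–RetCOR corepressor complex / Incubation: Compound–protein incubation for 5 h at 4 °C / Dosing: compound at 4.8 µM, single dose / Detection: time-resolved FRET / Benchmarks: high control biotin, low control 0.6% DMSO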
Shn3 3UTR inh: inhibitors of Schnurri-3 3'UTR reporter in osteoblasts | Clone20 osteoblast Shn3 3'UTR firefly luciferase, 24 h | inhibition, % at 12.5 µM | 0.52% of 360,000 active | AID 588674;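 active = mean inhibition of at least 75% with every replicate also reaching 75%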;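 also: 0% = median of neutral control wells and 100% = pilot-screen positive control compound; some compounds past the cut are filed as inactive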
KKLEB tox: counter-screen for CF NF-kB inhibitors: cytotoxicity; KKLEB CF airway cells viability, ATPlite luminescence, overnight; active compounds read low; cells stimulated with P. aeruginosa culture filtrate; activity change (cytotoxicity), % at 5 µM; 0.36% of 360,000 active; AID 602141;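 active = corrected activity change at or below -50% at 5 µM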
HIF-2a block: HIF-2a inhibition; 786-0 RCC cells HIF-2a reporter, luciferase luminescence, overnight; inhibition, % at 18.8 µM; 0.72% of 360,000 active; AID 624352;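 active = inhibition of the luminescence signal of 40% or more relative to plate controls, in a single-dose primary screen at 18.75 µM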
hiPSC survival: enhancers of human iPSC single-cell survival. hiPSC single-cell survival, ATPlite luminescence; 100% = ROCK inhibitor wells, 0% = DMSO. survival enhancement, % at 20 µM. 0.044% of 360,000 active; in the data active = survival enhancement above about 18%;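 also: cells exposed to compounds for 16 hours before the ATP read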
Peg3 prom inh: Peg3 promoter activity inhibition; 1.7% of 360,000 active; inhibition, % at 20 µM; HeLa PEG-Prom luciferase reporter, luminescence, overnight; AID 588405;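 active = inhibition of at least 50% at 20 µM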
Active calls of the source: *. This is a subset. The share of hits here may be higher or lower than overall.

For COc1ccccc1-c1cc(C(=O)Nc2cc(C)n(Cc3ccc(Cl)cc3)n2)no1 the results were TRAIL sens C8 1.5, NR2E3 ag-1 -17.2, TRPM1 prom inh 17.8, EBV LMP1 NFkB 10.7, CF NFkB block 60.2*, NR2E3 ag-2 -1.2, Shn3 3UTR inh 9.3, KKLEB tox -76.4*, HIF-2a block -17.9, hiPSC survival -2.0 and Peg3 prom inh 11.9.
Screening CC(C)[C@H](NC(=O)c1ccccc1)C(=O)OCC(=O)c1ccc2c(c1)NC(=O)CO2 returned TRAIL sens C8 -13.6, NR2E3 ag-1 1.7, TRPM1 prom inh 4.0, EBV LMP1 NFkB -1.9, CF NFkB block 1.6, NR2E3 ag-2 -6.2, Shn3 3UTR inh -17.7, KKLEB tox 4.6, HIF-2a block 15.5, hiPSC survival -1.0 and Peg3 prom inh 1.5.
Cc1cccc(NC(=O)c2cc3cc([N+](=O)[O-])ccc3s2)n1 was read as TRAIL sens C8 13.6, NR2E3 ag-1 2.7, TRPM1 prom inh -48.5, EBV LMP1 NFkB -7.2, CF NFkB block -20.5, NR2E3 ag-2 3.8, Shn3 3UTR inh -24.9, KKLEB tox 7.2, HIF-2a block -228.4, hiPSC survival -0.4 and Peg3 prom inh -132.6.
Screening CCCCN1C(=O)C(O)(CC(=O)c2ccccn2)c2ccccc21 (stereo unspecified) returned TRAIL sens C8 -2.5, NR2E3 ag-1 11.4, TRPM1 prom inh -4.5, EBV LMP1 NFkB -3.8, CF NFkB block 3.1, NR2E3 ag-2 -2.3, Shn3 3UTR inh 11.2, KKLEB tox 2.5, HIF-2a block 24.3, hiPSC survival -1.0 and Peg3 prom inh 7.8.
For O=C(/C=C/c1ccc(S(=O)(=O)N2CCOCC2)cc1)NC(=S)Nc1ccc(N2CCOCC2)cc1 the results were TRAIL sens C8 1.7, NR2E3 ag-1 9.8, TRPM1 prom inh 9.5, EBV LMP1 NFkB 9.6, CF NFkB block -2.2, NR2E3 ag-2 -3.1, Shn3 3UTR inh -4.1, KKLEB tox 12.5, HIF-2a block 16.7, hiPSC survival -3.0 and Peg3 prom inh 20.0.
For N#Cc1c(CSCC(=O)O)cc(=O)n2c1[nH]c1ccccc12 the results were TRAIL sens C8 -13.4, NR2E3 ag-1 -15.7, TRPM1 prom inh 1.2, EBV LMP1 NFkB 2.5, CF NFkB block 12.9, NR2E3 ag-2 -1.8, Shn3 3UTR inh -4.3, KKLEB tox -6.4, HIF-2a block 7.1, hiPSC survival -0.1 and Peg3 prom inh -1.2.
Screening C=CCNc1nc(N)c(C(=O)Nc2cc(C)on2)s1 returned TRAIL sens C8 12.2, NR2E3 ag-1 -51.0, TRPM1 prom inh -56.5, EBV LMP1 NFkB -4.2, CF NFkB block 8.3, NR2E3 ag-2 1.2, Shn3 3UTR inh -58.5, KKLEB tox 1.8, HIF-2a block -204.4, hiPSC survival -2.9 and Peg3 prom inh -114.2.
`Cc1cc(N2CCOCC2)n2nc(C)c(-c3ccccc3Cl)c2n1` gave TRAIL sens C8 8.7, NR2E3 ag-1 -22.7, TRPM1 prom inh 16.7, EBV LMP1 NFkB 3.4, CF NFkB block -14.0, Shn3 3UTR inh 7.5, KKLEB tox 1.8, HIF-2a block 16.4, hiPSC survival 0.4 and Peg3 prom inh 23.1.
For COc1ccc(CP(=O)(c2ccccc2)c2ccccc2)cc1 the results were TRAIL sens C8 -15.3, NR2E3 ag-1 -37.7, TRPM1 prom inh -1.3, EBV LMP1 NFkB 4.1, CF NFkB block 5.6, NR2E3 ag-2 4.5, Shn3 3UTR inh 5.9, KKLEB tox -2.8, HIF-2a block 15.7, hiPSC survival 0.1 and Peg3 prom inh 8.7.
`CCC(C)NC(=O)C(=O)NCc1ccccn1` (stereo unspecified) gave TRAIL sens C8 -8.4, NR2E3 ag-1 5.7, TRPM1 prom inh -4.9, EBV LMP1 NFkB -12.2, CF NFkB block 4.1, NR2E3 ag-2 0.3, Shn3 3UTR inh -22.7, KKLEB tox 17.0, HIF-2a block -16.1, hiPSC survival -0.7 and Peg3 prom inh -8.0.
`COC(c1ccccc1)c1nnc(CCC(=O)N(C)C(C2CC2)C2CC2)o1` (stereo unspecified) gave TRAIL sens C8 -2.0, NR2E3 ag-1 -43.9, TRPM1 prom inh -22.3, EBV LMP1 NFkB -64.8, CF NFkB block 12.3, NR2E3 ag-2 4.9, Shn3 3UTR inh 8.5, KKLEB tox 0.6, HIF-2a block -108.4, hiPSC survival 1.1 and Peg3 prom inh -101.6.
For CCCCN1C(=O)c2ccc(C(=O)NCc3ccco3)cc2C1=O the results were TRAIL sens C8 -2.1, NR2E3 ag-1 9.3, TRPM1 prom inh 18.6, EBV LMP1 NFkB -8.1, CF NFkB block -25.9, NR2E3 ag-2 -0.8, Shn3 3UTR inh -9.8, KKLEB tox 2.0, HIF-2a block -2.1, hiPSC survival 2.0 and Peg3 prom inh 32.8.
For CN(C(=O)c1ccccc1Cl)c1ccccc1C(=O)NCCc1ccccc1 the results were TRAIL sens C8 -3.7, NR2E3 ag-1 5.8, TRPM1 prom inh 16.5, EBV LMP1 NFkB -0.4, CF NFkB block 20.2, NR2E3 ag-2 2.6, Shn3 3UTR inh -0.7, KKLEB tox -4.9, HIF-2a block 21.6, hiPSC survival 1.8 and Peg3 prom inh 23.2.
`O=C(CSc1nc2ccccc2c(=O)[nH]1)c1ccc(O)cc1O` gave TRAIL sens C8 -1.8, NR2E3 ag-1 -36.6, TRPM1 prom inh 10.1, EBV LMP1 NFkB 9.8, CF NFkB block 19.2, Shn3 3UTR inh 5.3, KKLEB tox 12.9, HIF-2a block -71.0, hiPSC survival -3.1 and Peg3 prom inh -24.0.
Cc1ccc(-c2nn3c(C)nnc3s2)cc1NC(=O)c1cccnc1 was read as TRAIL sens C8 -9.7, NR2E3 ag-1 -14.2, TRPM1 prom inh -13.8, EBV LMP1 NFkB 6.3, CF NFkB block -10.3, NR2E3 ag-2 -0.5, Shn3 3UTR inh -1.5, KKLEB tox 3.5, HIF-2a block 2.9, hiPSC survival -1.1 and Peg3 prom inh -10.5.
CN(C)c1ccc(/C(=N\O)c2ccccc2)cc1 was read as TRAIL sens C8 -9.5, NR2E3 ag-1 -58.6, TRPM1 prom inh -30.9, EBV LMP1 NFkB -5.2, CF NFkB block -17.1, NR2E3 ag-2 4.7, Shn3 3UTR inh -15.3, KKLEB tox 13.5, HIF-2a block -102.0, hiPSC survival 0.4 and Peg3 prom inh -93.8.
Screening O=C(CNC(=O)c1ccc([N+](=O)[O-])cc1)c1ccccc1 returned TRAIL sens C8 0.8, NR2E3 ag-1 -91.0, TRPM1 prom inh -45.8, EBV LMP1 NFkB -10.2, CF NFkB block -6.3, NR2E3 ag-2 -0.4, Shn3 3UTR inh -53.9, KKLEB tox -7.4, HIF-2a block -207.1, hiPSC survival -3.0 and Peg3 prom inh -189.3.
CCOC(=O)CCc1nc2ccccc2[nH]1 was read as TRAIL sens C8 0.6, NR2E3 ag-1 3.6, TRPM1 prom inh -1.8, EBV LMP1 NFkB 0.2, CF NFkB block -10.1, NR2E3 ag-2 0.8, Shn3 3UTR inh -14.1, KKLEB tox -7.0, HIF-2a block -30.9, hiPSC survival -0.5 and Peg3 prom inh -4.8.
`CCOC(=O)C(Cc1nc(OCc2ccccc2)cc(OCc2ccccc2)n1)=NO` gave TRAIL sens C8 10.7, NR2E3 ag-1 -11.7, TRPM1 prom inh -7.7, EBV LMP1 NFkB 1.5, CF NFkB block 40.2, Shn3 3UTR inh 17.1, KKLEB tox -2.7, HIF-2a block 11.3, hiPSC survival -3.4 and Peg3 prom inh 55.1*.
Screening Clc1cccc(C2Nc3cccc4cccc(c34)N2)c1 returned TRAIL sens C8 13.4, NR2E3 ag-1 6.8, TRPM1 prom inh -7.3, EBV LMP1 NFkB -25.0, CF NFkB block -5.4, NR2E3 ag-2 1.7, Shn3 3UTR inh -7.5, KKLEB tox 0.5, HIF-2a block 21.4, hiPSC survival -0.6 and Peg3 prom inh 7.9.
`CCOC(=O)N1CCC(NCCNC(=O)c2ccc(Cl)cc2)CC1` gave TRAIL sens C8 -18.2, NR2E3 ag-1 9.8, TRPM1 prom inh -4.7, EBV LMP1 NFkB 5.1, CF NFkB block -4.4, NR2E3 ag-2 -1.8, Shn3 3UTR inh 10.2, KKLEB tox 3.9, HIF-2a block 7.6, hiPSC survival 3.6 and Peg3 prom inh 1.3.
COc1ccc(Cn2cc(CN3CCOCC3)nn2)cc1 was read as TRAIL sens C8 -8.0, NR2E3 ag-1 -13.0, CF NFkB block -13.0, Shn3 3UTR inh 4.7, KKLEB tox 0.0, HIF-2a block -2.6, hiPSC survival 0.4 and Peg3 prom inh -0.7.
For CC(C)[C@H](NC(=O)[C@@H]1Cc2ccccc2CN1)C(=O)Nc1ccc2c(c1)OCO2 the results were TRAIL sens C8 3.0, NR2E3 ag-1 -71.0, TRPM1 prom inh 7.8, EBV LMP1 NFkB -4.7, CF NFkB block 3.6, NR2E3 ag-2 -0.1, Shn3 3UTR inh -4.2, KKLEB tox 7.2, HIF-2a block -81.2, hiPSC survival 0.6 and Peg3 prom inh -62.9.
Screening C#Cc1ccc(CN2CCC(Oc3cc(C(=O)NC4CC4)ccc3OC)CC2)cc1 returned TRAIL sens C8 -12.4, NR2E3 ag-1 2.6, TRPM1 prom inh 5.2, EBV LMP1 NFkB 8.2, CF NFkB block -13.9, Shn3 3UTR inh 10.8, KKLEB tox 8.9, HIF-2a block 7.9, hiPSC survival 0.8 and Peg3 prom inh 8.9.
CCCCCc1ccc(C(=O)CCCC)c(=S)[nH]1 was read as TRAIL sens C8 23.8, NR2E3 ag-1 0.6, TRPM1 prom inh 1.6, EBV LMP1 NFkB -15.4, CF NFkB block 2.1, NR2E3 ag-2 2.8, Shn3 3UTR inh -3.9, KKLEB tox -5.3, HIF-2a block -10.1, hiPSC survival -1.1 and Peg3 prom inh -18.8.
CC(C)c1ccc(OCC(=O)NC(C)c2ccccc2)cc1 (stereo unspecified) was read as TRAIL sens C8 -11.5, NR2E3 ag-1 8.7, TRPM1 prom inh -19.3, EBV LMP1 NFkB -3.0, CF NFkB block -16.4, NR2E3 ag-2 4.0, Shn3 3UTR inh 14.5, KKLEB tox 8.5, HIF-2a block -28.1, hiPSC survival 0.0 and Peg3 prom inh -5.5.

2 records picked at random from those above:
`CCOC(=O)N1CCC(NCCNC(=O)c2ccc(Cl)cc2)CC1` gave TRAIL sens C8 -18.2, NR2E3 ag-1 9.8, TRPM1 prom inh -4.7, EBV LMP1 NFkB 5.1, CF NFkB block -4.4, NR2E3 ag-2 -1.8, Shn3 3UTR inh 10.2, KKLEB tox 3.9, HIF-2a block 7.6, hiPSC survival 3.6 and Peg3 prom inh 1.3.
`CCOC(=O)C(Cc1nc(OCc2ccccc2)cc(OCc2ccccc2)n1)=NO` gave TRAIL sens C8 10.7, NR2E3 ag-1 -11.7, TRPM1 prom inh -7.7, EBV LMP1 NFkB 1.5, CF NFkB block 40.2, Shn3 3UTR inh 17.1, KKLEB tox -2.7, HIF-2a block 11.3, hiPSC survival -3.4 and Peg3 prom inh 55.1*.
